aSyn 5UTR inh: 5' untranslated region of α-synuclein, MLPCN primary screen. alpha-synuclein 5'UTR reporter, inhibitor activity. inhibition, % (tested at 7.5 µM). 300,000 tested, 0.82% active; in the data active means inhibition above about 60%; inconclusive means no clear call, values can overlap the other calls;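 further: H4 neuroglioblastoma cells stably carrying SNCA 5'UTR luciferase fusion; 0% = DMSO wells and 100% = positive control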
HSF-1 act: increases HSF-1 driven luciferase reporter signal. NIH3T3-HGL HSF-1 luciferase reporter, MG132, 8 h; 100% = twice DMSO control signal. activation, % at 9 µM. 300,000 tested, 1.7% active;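 active means mean replicate activation of at least 50% with a set share of replicates each reaching 50%; inconclusive means only one of those two conditions met; inactive means mean below 50% and too few replicates reaching it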;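 further: 0% = median of the neutral control wells and 100% = twice that signal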
IEC-6 tox: counter-screen for KLF5 inhibitors: cytotoxicity in IEC-6 cells; IEC-6 cytotoxicity, luminescence viability; inhibition, % at 5 µM; 290,000 tested, 0.78% active; AID 1825; in the data active means inhibition above about 22%;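 further: 0% = plate median of test compound wells and 100% = cytotoxic reference compound wells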
GSK3A inh: human GSK-3 alpha kinase inhibition; AID 2650; inhibition, % at 10 µM; ADP-Glo luminescence, 60 min; P49840; 320,000 tested, 0.1% active;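 in the data active means inhibition above about 50%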;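 further: GST-tagged GSK-3 alpha with peptide substrate and 25 µM ATP; 0% = DMSO neutral wells and 100% = GW8510 positive control wells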
Target sequence (P49840 whole entry, looked up): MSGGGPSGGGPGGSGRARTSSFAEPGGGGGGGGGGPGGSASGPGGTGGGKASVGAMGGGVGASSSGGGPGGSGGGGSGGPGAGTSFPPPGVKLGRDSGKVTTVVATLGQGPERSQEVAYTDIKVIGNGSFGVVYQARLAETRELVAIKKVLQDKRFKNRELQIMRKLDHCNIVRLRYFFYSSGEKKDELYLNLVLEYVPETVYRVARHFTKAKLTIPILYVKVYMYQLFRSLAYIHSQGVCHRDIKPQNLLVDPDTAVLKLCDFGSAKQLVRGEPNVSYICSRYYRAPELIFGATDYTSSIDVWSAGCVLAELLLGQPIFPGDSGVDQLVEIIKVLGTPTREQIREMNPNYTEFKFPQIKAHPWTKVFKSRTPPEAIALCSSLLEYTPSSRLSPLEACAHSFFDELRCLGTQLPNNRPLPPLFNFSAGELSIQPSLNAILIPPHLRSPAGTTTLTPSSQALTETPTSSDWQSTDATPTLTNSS
AI-2 QS modul: modulates the Vibrio harveyi AI-2 quorum sensing system | Vibrio harveyi JMH597 AI-2 luminescence/OD600 ratio, 9 h; hits give low values; strain lacks LuxN and CqsS sensors; 0 = neutral-control median | activity change, % at 7.5 µM | 300,000 tested, 0.4% active | AID 2094; in the data active means activity change below about -75%, passing the limit was not always enough; inconclusive means no clear call, values can overlap the other calls;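 further: luminescence divided by OD600 gain over 9 h not by final OD600 alone; inactives centre near 13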
HIF activator: HIF pathway transcriptional activation; U2OS HRE-luciferase reporter, luminescence; normalized: DMSO 0%, desferrioxamine 100%; 300,000 tested, 0.32% active; AID 1910; activation, % at 7.5 µM (by protocol);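 active means mean activation of at least 10% of the iron chelator positive control signal, with at least half of replicates also reaching 10%; inconclusive means mean and replicate majority disagree about reaching 10%; inactive means mean and most replicates under 10%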
HSP90 inh: HSP90 refolding inhibition in rabbit reticulocyte lysate | luciferase refolding luminescence, 3 h | inhibition, % at 5.6 µM | 290,000 tested, 0.91% active;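 active means inhibition above the screen-wide mean plus 3 SD, computed separately per campaign, cut at about 16% in these data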;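 further: 0% = DMSO wells and 100% = 60 µM geldanamycin wells; inhibitors lower the luminescence because luciferase stays unfolded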
KLF5 inh: suppresses KLF5 promoter-driven expression. inhibition, % at 5 µM. DLD-1 KLF5 promoter-luciferase reporter, luminescence. 290,000 tested, 0.23% active;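 active means inhibition above a per-plate limit of that plate's mean compound inhibition plus 3 SD, cut at about 60% in these data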;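 further: 0% = DMSO wells and 100% = LY294002 at 200 µM; higher means less KLF5 promoter-driven luciferase light; inactives centre near -14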
GSK3B inh: inhibitors of human GSK3beta kinase; GST-GSK3beta kinase, ADP-Glo luminescence, 60 min; hits give low values; activity score (negative = inhibition), % at 10 µM; 300,000 tested, 0.038% active; AID 2097;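 active means more than half of replicate wells score below -50%, meaning over 50% inhibition versus plate controls; inconclusive means some replicates but at most half score below -50%; inactive means no replicate scores below -50%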;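 further: 0% = median DMSO wells and -100% = median GW8510 positive control wells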
Target sequence (P49841 whole entry, looked up): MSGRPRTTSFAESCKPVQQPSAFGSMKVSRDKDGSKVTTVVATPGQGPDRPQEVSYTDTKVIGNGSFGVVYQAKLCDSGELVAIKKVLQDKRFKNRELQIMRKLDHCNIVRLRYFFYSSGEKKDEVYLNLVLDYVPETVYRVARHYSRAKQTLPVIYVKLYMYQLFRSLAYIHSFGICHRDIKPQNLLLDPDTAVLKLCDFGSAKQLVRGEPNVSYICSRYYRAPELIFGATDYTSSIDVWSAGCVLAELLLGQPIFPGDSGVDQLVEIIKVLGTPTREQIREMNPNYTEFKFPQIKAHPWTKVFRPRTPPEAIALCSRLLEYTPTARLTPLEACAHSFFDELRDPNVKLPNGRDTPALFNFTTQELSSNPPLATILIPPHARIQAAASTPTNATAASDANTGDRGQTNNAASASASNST
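Assay system: GST-tagged human GSK3beta kinase, cell-free; Input: 1.6 ng GSK3beta; Medium: Tris/MgCl2 kinase buffer; Timing: 60 min enzyme reaction, room temperature; Signal: ADP-Glo luminescence quantifying ADP generated by kinase; Evaluation: score relative to plate controls; Benchmarks: DMSO neutral wells and GW8510 at 20 µM as positive.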
HSF1 inh: HSF1 inhibition; activity change, negative = inhibition, % at 7.5 µM (by protocol); 300,000 tested, 0.77% active; NIH3T3-HGL HSE-luciferase, MG132-induced, luminescence 8 h; hits give low values;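 active means more than half of replicate wells show activity change below -50%, luminescence cut by over half; inconclusive means some wells, but at most half, below -50%; inactive means no replicate well below -50%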;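 further: luciferase reports HSF-1 transcriptional activity via heat shock element; 0% = median of DMSO wells and -100% = zero luminescence signal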
* marks the source's active call; other numbers are inactive results; ? = inconclusive; · = not tested or not shown.

SMILES	aSyn 5UTR inh	HSF-1 act	IEC-6 tox	GSK3A inh	AI-2 QS modul	HIF activator	HSP90 inh	KLF5 inh	GSK3B inh	HSF1 inh
COC(=O)c1ccc(C(=O)NC(=S)Nc2nc3c(s2)CCCC3)cc1	-66	8	-3	-2	25	1.4	2	-56	1	21
COC(=O)Cn1cnc2c(cnn2-c2ccc(C)cc2)c1=O	-37	28	3	-2	21	-12	-7	-36	-1	3
C/C(=C\c1ccc(Br)cc1)C(=O)c1c(C)cc(C)[nH]c1=O	-13	4	-4	1	8	-1.1	-1	-17	0	-3
O=C1c2oc3ccc(F)cc3c(=O)c2C(c2ccc(F)cc2)N1CCCN1CCOCC1 (stereo unspecified)	-29	22	-2	-1	7	-0.2	0	-32	-1	-5
CCCCN1C(=O)C2C(C(=O)Nc3cccc(OC)c3)C3C=CC2(O3)C1C(=O)NC1CCCCC1C (stereo unspecified)	-12	6	-6	-1	6	1.2	-1	-6	-8	7
COc1ccc(Nc2nc(N)nc(CSc3nnc(N)s3)n2)cc1	-59	37	0	6	15	4.4	-2	-48	-7	11
CCOc1ccc(NC(c2ccccc2)P(=O)(OC)OC)cc1 (stereo unspecified)	-17	-31	0	-1	-13	2.9	2	-27	-4	-29
O=C(O)c1ccc(C(=O)O)c(C(=O)c2ccccc2)c1	-21	-7	0	-1	20	-0.2	0	-12	3	-4
CSc1ccc(CN(C)CC(=O)Nc2ccc(C)cc2Br)cc1	-1	15	6	-1	-11	0.6	2	-40	5	5
CN1CCN(S(=O)(=O)c2ccc(Cl)c3ccccc23)CC1	-12	2	7	1	12	-0.5	1	4	0	-5
CCO[C@H]1OC(C(N)=O)=C[C@@H](c2coc3ccccc3c2=O)[C@@H]1CCCO	4	1	2	0	-1	0.2	12	-10	6	-1
Cc1cc2ncn(S(=O)(=O)N3CCOCC3)c2cc1C	25	5	8	7	6	-0.2	-1	-16	4	6
COC(=O)CNC(=O)c1cn(-c2ccc(C)c(C)c2)c(=O)c2ccccc12	4	2	4	0	7	2.3	6	7	-1	3
COc1cccc(CNC(=O)c2ccccc2NC(=O)C2=C(C)OCCS2)c1OC	-24	31	5	3	23	0.0	1	16	-2	-2
O=C(NC1CCN(c2ncccn2)CC1)c1ccccc1Cl	-3	-1	4	-3	29	0.0	4	-37	-1	-5
CS(=O)(=O)NCCSCc1ccco1	-31	2	4	4	5	0.2	4	-18	-3	-4
CCn1c(SCC(=O)NCc2ccccc2)nnc1-c1cccnc1	-19	-1	2	-1	22	-0.2	0	-36	0	-3
CCCCC(=O)NCc1ccc2c(c1)cc(C)n2C	-5	18	-1	2	24	-1.0	2	-32	0	8
COc1ccccc1N1CCN(C(=O)C2CCN(S(=O)(=O)c3ccc(F)cc3)CC2)CC1	-7	-8	·	5	12	-0.1	·	·	-2	-9
CC(C)C(=O)N=c1sc2cc(F)cc(F)c2n1C	-7	-4	2	0	13	0.4	2	-36	5	3
O=C(c1ccc(S(=O)(=O)N2CCCCCC2)cc1)N1CCN(c2ccccn2)CC1	25	-12	2	-3	14	0.1	-1	-38	1	1
O=C(CN1CCCCC1)N1CCN(c2ccccc2)CC1	0	-2	-2	-2	8	0.5	-2	-2	-3	0
COc1ccccc1CCC(=O)OCc1csc(CC(=O)Nc2ccccc2C)n1	-19	5	-8	1	-15	-7.1	3	-57	2	-1
Cc1cc(C)c(C#N)c(N2CCN(c3ccccc3)CC2)n1	3	4	-2	0	24	-0.8	-5	-8	-3	-1
COc1ccc(NC(=O)OC(C)C)cc1	-70	20	5	-3	32	1.5	3	-90	0	17
Cc1c(Cl)c([N+](=O)[O-])nn1CC(=O)NC(C)C1CC2CCC1C2 (stereo unspecified)	-16	7	0	1	36	-0.3	4	14	1	1
COc1ccc(C(=O)C2CCCN(C(=O)c3csc(C(C)=O)c3)C2)c(C)c1 (stereo unspecified)	-15	-1	0	2	8	0.4	-4	4	1	-2
CC(=O)Nc1ccc(S(=O)(=O)Oc2ccc(C(=S)N3CCCCC3)cc2)cc1	3	10	15	1	16	0.6	7	5	1	2
CN(CC(=O)O)S(=O)(=O)c1ccc2c(c1)n(C)c(=O)c(=O)n2C	-21	-8	2	-1	1	-0.9	0	-10	1	-6
O=C(CSc1nnc(-c2ccco2)n1Cc1ccco1)NCc1ccccc1	6	10	1	-2	2	?	4	-38	2	3
O=C(OC(C(=O)NCc1cccs1)c1ccccn1)c1cccs1 (stereo unspecified)	24	2	3	5	25	-0.5	7	-41	-3	1
Cn1cccc1C(=O)NC(=O)COC(=O)C12CC3CC(CC(O)(C3)C1)C2	-26	-69	-5	1	8	1.1	43*	-30	4	-61*
O=C(Cn1c2c(sc1=O)C1c3ccccc3OCC1CS2)Nc1ccc(Cl)c(Cl)c1 (stereo unspecified)	-40	2	0	-3	29	-0.7	0	-10	1	0
c1ccc(CN2CCC(Nc3ncnc4sccc34)CC2)cc1	-10	-2	4	1	22	3.3	-2	-10	0	-9
Cc1c(Cc2ccccc2)c(=O)oc2cc(OCC(=O)NC(Cc3ccc(Cl)cc3)C(=O)O)ccc12 (stereo unspecified)	31	-12	-3	-7	66	0.1	-10	-17	4	-7
COC(=O)c1ccc(C)c(NC(=O)CCNC(=O)c2ccc([N+](=O)[O-])cc2)c1	-1	7	9	·	10	·	5	-3	-1	4
COc1ccc(NC(=O)CSc2nc3ccsc3c(=O)n2CCCCCC(=O)O)cc1	11	3	0	-1	0	0.0	0	0	-1	-4
Cc1ccc(C)c(NC(=S)NCCSc2ccc(Cl)cc2)c1	-5	11	7	-1	7	-0.1	5	-21	2	4
CC(C)n1c(CN(C)Cc2ccccc2)nc2c1c(=O)n(C)c(=O)n2C	64*	-1	9	-1	43	-9.5	4	-22	0	-10
FC(F)(F)c1cc(-c2ccco2)nc(N2CCOCC2)n1	-20	43	-4	0	8	0.0	1	-5	0	21
COC(=O)c1cn(S(=O)(=O)c2ccccc2)c2ccccc12	57	-2	5	-1	14	-0.5	11	7	0	-4
CCc1ccc(N(CC(=O)Nc2ccc(NC(C)=O)cc2)S(=O)(=O)c2ccccc2)cc1	-3	18	1	-2	-9	-0.2	-1	6	1	10
COc1ccc(N2C(=O)/C(=C\c3ccco3)N=C2SCC(N)=O)cc1Cl	5	9	-9	5	12	0.0	3	-25	-1	8
Clc1ccc(-n2nnnc2-c2cnc(-c3ccccn3)nc2-c2cccs2)cc1	8	12	-3	-4	19	0.2	2	5	3	0
CC1=C(C)CC(C(=O)Nc2nc(C)cs2)C(C(=O)O)C1 (stereo unspecified)	11	0	-13	-3	17	1.3	-2	-47	12	0
CCCCn1c(N)c(N(CC(C)C)C(=O)CN2C(=O)c3ccccc3C2=O)c(=O)[nH]c1=O	-6	-10	·	-1	0	0.0	·	·	2	-5
COc1ccc(C(=O)N[C@H](C(=O)NCc2ccccc2)C(C)C)cc1	2	-3	-7	-2	·	-3.5	-4	-34	·	-4
COc1cccc(C2CNC3(CCCC(C)C3)c3[nH]c4ccccc4c32)c1OC (stereo unspecified)	23	24	10	-2	-18	-9.7	7	-31	-1	18
O=C(Cn1nnc(-c2ccncc2)n1)N1CCc2ccccc21	-7	-8	4	-4	3	-0.3	2	-3	2	6
CCOC(=O)c1cc(NC(=O)c2cccnc2)cc(C(=O)OCC)c1	33	7	-2	0	20	-0.2	-3	-21	1	-6

Other records follow.
SMILES	aSyn 5UTR inh	HSF-1 act	IEC-6 tox	GSK3A inh	AI-2 QS modul	HIF activator	HSP90 inh	KLF5 inh	GSK3B inh	HSF1 inh
Cc1ccccc1OCCOC(=O)c1c(-c2ccccc2)noc1C	-16	-5	54*	0	23	0.3	3	38	0	-10
O=C(Nc1cccc(F)c1)NC1CCCCCCC1	·	·	0	·	-4	·	-6	-132	-17	·
COc1ccc(NC2=C(Cl)C(=O)N(CCc3ccccc3)C2=O)c(OC)c1	-177	31	0	-1	9	2.4	-5	-14	4	7
CCCCN(C(=O)Cc1coc2cc(C)c(C)cc12)c1c(N)n(Cc2ccccc2)c(=O)[nH]c1=O	22	-5	·	-2	19	0.2	·	·	0	6
O=C(OCCN1C(=O)c2ccccc2C1=O)c1cccs1	17	26	2	1	-5	0.1	2	-50	4	8
COc1cccc(NC(=O)Cn2c3ccccc3c3nc4n(c(=O)c32)CCS4)c1	17	18	-1	-7	24	-0.4	-1	-1	1	3
Cc1ccccc1CS(=O)(=O)c1cn(CC(=O)N2CCOCC2)c2ccccc12	-5	-9	3	0	0	0.1	-4	-25	1	-3
CCC(C)c1ccc(NC(=S)NCCn2cc(Br)cn2)cc1 (stereo unspecified)	55	-1	8	-2	3	-5.8	6	16	2	-2
O=C(O)c1cc(N/N=C/c2ccc3c(c2)OCCO3)ccc1Cl	·	·	-1	0	·	·	39*	-154	·	·
COc1ccc(C(=O)NNC(=O)CSc2nnnn2-c2cc(OC)cc(OC)c2)cc1	8	-5	-1	-2	5	-0.4	0	-12	2	2
O=C(C1=NN[C@@H]2C(=O)N(Cc3ccccc3)C(=O)[C@H]12)c1ccc(F)cc1	-8	33	3	5	25	-0.7	1	6	3	15
CCN(CC(=O)NC(C)(C)C)C(=O)C(c1ccccc1)c1ccccc1	-50	1	-1	-1	38	-0.8	3	-27	-1	-3
NC(=O)CN(Cc1ccccc1)S(=O)(=O)c1ccc2c(c1)OCCO2	0	8	2	1	7	-0.3	-3	-13	-3	6
Cc1cc(C(=O)O/N=C(\N)c2ccncc2)ccc1[N+](=O)[O-]	-124	45	-2	-1	31	2.8	4	-39	-8	28
CCNS(=O)(=O)c1ccc(NC(=O)Nc2ccc3c(c2)OCO3)cc1	-40	8	1	-4	-63	0.6	-2	-28	4	2
O=S(=O)(Cc1cccc(F)c1)c1c[nH]c2ccccc12	-14	9	0	0	-8	-0.2	-4	-6	1	-4
COc1ccc(-n2c(SCC(N)=O)nnc2-c2ccco2)cc1	8	-3	-4	15	7	-0.6	-3	-51	-5	-2
CCC[C@@H](CN[C@@H](CNC)C(C)C)NCCCCc1ccccc1	-14	-7	44*	0	2	1.6	-2	-7	-6	7
CC(C)(C)OC(=O)N1CCC(c2c(C(=O)O)cnn2-c2ccccc2Cl)CC1	-35	4	-1	-4	35	-0.4	1	-70	3	2
Cc1cc2ncn(-c3ncnc4sc5c(c34)CCCC5)c2cc1C	4	10	0	0	12	0.5	-3	5	-1	-5
Cc1cc(C(=O)Cn2cc(C(F)(F)F)ccc2=O)c(C)n1-c1ccccc1	23	14	-7	-3	3	0.8	2	-26	-1	-3
COC(=O)c1ccc(Sc2nnnn2-c2ccccc2)c([N+](=O)[O-])c1	-49	14	3	1	13	0.1	0	-24	-1	2
CCOc1ccccc1N1CCN(C(=S)NCc2ccco2)CC1	-2	7	-3	-1	9	-0.3	2	-3	4	10

Rows are unselected; about 4.7% have a hit in one of these screens.
